Assay outcomes (PubChem BioAssay)
AMPAR-TARP mod: modulators of GluA2-stargazin AMPA receptor complexes, primary screen, cell-based, membrane potential dye; Voltage-dependent calcium channel gamma-2 subunit (Mus musculus) + Glutamate receptor 2 …; HEK293 GluA2+stargazin, membrane potential dye (FDSS), glutamate EC50; hits were called plate by plate, in both directions; calls only at 30 µM; 40,000 tested, 3.5% active;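 active = any of four per-well response measures lying three or more SD from its plate-wide compound average, in either direction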
Target sequence (O88602 whole entry, looked up): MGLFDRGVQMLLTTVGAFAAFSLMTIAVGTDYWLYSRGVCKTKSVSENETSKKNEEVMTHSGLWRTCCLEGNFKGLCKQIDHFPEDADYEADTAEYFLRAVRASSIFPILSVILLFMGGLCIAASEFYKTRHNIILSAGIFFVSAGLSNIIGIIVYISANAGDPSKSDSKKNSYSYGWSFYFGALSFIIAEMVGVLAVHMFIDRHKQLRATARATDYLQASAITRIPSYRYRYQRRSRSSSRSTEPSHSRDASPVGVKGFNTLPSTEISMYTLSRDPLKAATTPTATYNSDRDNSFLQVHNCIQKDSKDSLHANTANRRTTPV
Target sequence (P19491 whole entry, looked up): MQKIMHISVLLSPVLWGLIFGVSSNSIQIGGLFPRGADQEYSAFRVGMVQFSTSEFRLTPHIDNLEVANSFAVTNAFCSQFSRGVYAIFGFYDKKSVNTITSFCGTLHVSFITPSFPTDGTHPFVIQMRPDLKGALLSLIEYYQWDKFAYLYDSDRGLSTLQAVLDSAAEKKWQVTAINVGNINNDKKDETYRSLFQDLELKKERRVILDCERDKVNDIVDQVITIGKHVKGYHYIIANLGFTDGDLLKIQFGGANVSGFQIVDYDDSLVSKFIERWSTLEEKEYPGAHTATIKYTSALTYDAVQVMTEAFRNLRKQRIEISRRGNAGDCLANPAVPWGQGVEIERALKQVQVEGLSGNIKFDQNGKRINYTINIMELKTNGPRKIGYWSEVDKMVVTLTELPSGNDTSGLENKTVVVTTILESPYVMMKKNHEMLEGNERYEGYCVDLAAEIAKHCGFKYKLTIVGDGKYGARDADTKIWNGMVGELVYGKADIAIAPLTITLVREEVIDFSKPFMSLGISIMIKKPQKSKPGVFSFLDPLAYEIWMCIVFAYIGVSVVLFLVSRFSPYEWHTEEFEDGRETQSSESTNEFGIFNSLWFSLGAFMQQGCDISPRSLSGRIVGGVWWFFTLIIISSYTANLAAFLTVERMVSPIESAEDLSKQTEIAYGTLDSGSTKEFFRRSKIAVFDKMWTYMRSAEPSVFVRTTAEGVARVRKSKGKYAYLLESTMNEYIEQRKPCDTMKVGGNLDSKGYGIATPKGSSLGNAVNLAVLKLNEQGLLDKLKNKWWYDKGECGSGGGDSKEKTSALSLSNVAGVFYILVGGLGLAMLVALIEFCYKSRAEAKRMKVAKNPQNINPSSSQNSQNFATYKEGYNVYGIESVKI
AMPAR-TARP mod agonism max-min: recorded beside AMPAR-TARP mod, whose call it bears; compound max-min signal; compound-alone response (agonism);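 unitless range of fluorescence divided by baseline over first 100 seconds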
AMPAR-TARP mod glutamate slope: further read-out of AMPAR-TARP mod, marked with its call; glutamate slope, % of max; measured here: glutamate response slope, % max;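 scaled per plate between vehicle wells and maximal 1 mM glutamate control wells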
An asterisk follows results filed as active; i = inactive; + = active, no number; & = joins results of further samples.

cpd	structure	AMPAR-TARP mod	AMPAR-TARP mod agonism max-min	AMPAR-TARP mod glutamate slope
1	O=C(CCNS(=O)(=O)c1ccc(Br)cc1)NC1CCCC1	i	0.0672	55.1
2	NC(=O)c1ccccc1NC(=O)C1CN(c2nc3c(C(F)(F)F)cccc3s2)C1	i	0.14	54.4
3	O=c1ccc(-c2ccc(Cl)cc2)nn1Cc1cccc(Cl)c1	i	0.0429	50.6
4	CS(=O)(=O)N1CCCC(C(=O)Nc2ccc(F)cc2F)C1 (stereo not given)	i	0.0958	47.9
5	O=S(=O)(c1cccnc1)N1CCN(c2ccc(-c3ccc(F)cc3)nn2)CC1	i	0.137	55.8
6	O=C(NCCCN1CCOC(c2ccccc2)C1)c1cc2ccccc2oc1=O (stereo not given)	i	0.0646	34.2
7	COc1ccccc1NC(=O)N1CCC2(CC1)OCCN2S(=O)(=O)c1ccc(C)cc1	i	0.085	52.5
8	COc1ccccc1/C=C1\SC(=S)N(c2ccc(NC(C)=O)cc2)C1=O	i	0.105	54.1
9	COc1ccc(C)cc1S(=O)(=O)Nc1ccc(N2CCCCC2=O)cc1	i	0.0537	51.9
10	O=C(c1cccs1)N1CC(C(=O)N2CCN(c3cccc(C(F)(F)F)c3)CC2)C1	i	0.0422	58.7
11	CCCOc1cn(-c2ccc(F)cc2)nc1C(=O)N1CCC(C(N)=O)CC1	i	0.0416	46.4
12	O=C(NCC1CCN(C2CCCC2)CC1)Nc1ccccc1Cl	i	0.0638	53.5
13	O=C(NCC(O)c1ccc(C(F)(F)F)cc1)C(=O)NC1CCCC1 (stereo not given)	i	0.139	46.5
14	N#Cc1ccccc1NC(=O)C(=O)NCCC(c1ccccc1)c1ccccc1	i	0.0865	65.3
15	O=C(NCC1CCN(c2ccccn2)CC1)Nc1cccs1	i	0.122	53.3
16	COCCNS(=O)(=O)c1ccc(-c2ccc(C)cc2)cc1	i	0.0614	63.6
17	COc1ccc(S(=O)(=O)NCC(O)(c2ccccc2)C(F)(F)F)cc1Cl (stereo not given)	+	0.242*	28.4*
18	COc1ccc(Nc2cc(C)nc(NCCNC(=O)Nc3ccccc3F)n2)cc1	i	0.134	57.4
19	O=C1CCc2cc(S(=O)(=O)N3CCCC3)cc3c2N1CC3	i	0.0863	49.8
20	Cc1cc(C)c(S(=O)(=O)Nc2ccc(F)cc2)c(C)c1N(C)S(C)(=O)=O	i	0.108	62.2
21	O=C(CCCn1c(=S)[nH]c2ccc(Br)cc2c1=O)NCCc1ccccc1	i	0.0761	73.6
22	O=S(=O)(c1cccc(F)c1)N1CCCCCC1	i	0.0446	25.8
23	CCCCn1cnc2c(-c3ccccc3)cn(CC(=O)NC3CCCC3)c2c1=O	i	0.0853&0.0393	61.6&116.0
24	NC(=O)CSc1nc(-c2ccccc2)c(NC(=O)COc2ccccc2)s1	i	0.0647	49.3
25	COc1ccc(NC(=O)CCc2c(C)nn(-c3nc(C)cc(=O)[nH]3)c2C)cc1OC	i	0.124	53.3
26	CCOC(=O)N1CCN(C(=O)CSc2nnc(-c3ccncc3)o2)CC1	i	0.0891	42.4
27	CN(C)S(=O)(=O)c1ccc(C(=O)Nc2ccc3ncsc3c2)cc1	i	0.0841	51.1
28	Cc1[nH]c(=O)[nH]c(=O)c1CC(=O)N1CCN(c2ccccc2)CC1	i	0.0837	76.3
29	COc1ccc(C)cc1S(=O)(=O)NCC1CCN(C2CCCC2)CC1	i	0.046	60.4
30	O=C(NCC1CCN(C(=O)c2ccccc2F)CC1)c1cc2ccccc2oc1=O	i	0.0845	42.7

Ordered by the number under AMPAR-TARP mod glutamate slope (descending): 3 from the list above
cpd	structure	AMPAR-TARP mod	AMPAR-TARP mod agonism max-min	AMPAR-TARP mod glutamate slope
12	O=C(NCC1CCN(C2CCCC2)CC1)Nc1ccccc1Cl	i	0.0638	53.5
4	CS(=O)(=O)N1CCCC(C(=O)Nc2ccc(F)cc2F)C1 (stereo not given)	i	0.0958	47.9
11	CCCOc1cn(-c2ccc(F)cc2)nc1C(=O)N1CCC(C(N)=O)CC1	i	0.0416	46.4

(further entries)
cpd	structure	AMPAR-TARP mod	AMPAR-TARP mod agonism max-min	AMPAR-TARP mod glutamate slope
31	COCCNC(=O)C(=O)NCCc1ccc(Cl)cc1	i	0.0822	70.4
32	COCC(=O)NCC1CC(=O)N(c2ccc(C)cc2)C1 (stereo not given)	i	0.0505	53.0
33	O=C(COc1ccccc1)Nc1ccc(S(=O)(=O)N2CCOCC2)cc1	i	0.0677	51.6
34	CC(C)(C)C(=O)N1CCC2(CC1)NC(=O)N(CCc1ccccc1)C2=O	i	0.0473	22.3
35	O=C(COc1ccccc1)N(Cc1ccncc1)c1nc2ccc(Cl)cc2s1	i	0.103	60.6
36	O=C(C1CN(c2nc3c(C(F)(F)F)cccc3s2)C1)N1CCN(c2ncccn2)CC1	i	0.0609	60.6
37	O=C(NCC(c1ccc(F)cc1)N1CCOCC1)C(=O)Nc1ccccc1[N+](=O)[O-] (stereo not given)	i	0.144	33.0
38	COc1ccc(-c2nnc(NC(=O)c3ccc(S(C)(=O)=O)cc3)o2)cc1OC	i	0.153	57.9
39	COc1ccccc1CNC(=O)CCc1csc(NC(=O)c2ccc(Cl)cc2)n1	+	0.155*	29.3*
40	O=S(=O)(NCC(O)c1ccc(C(F)(F)F)cc1)c1ccc(OC(F)(F)F)cc1 (stereo not given)	+	0.226*	19.3*
41	CCOCCn1c(=NC(=O)c2cc(C)no2)sc2cc(C)ccc21	i	0.0967	24.0
42	CC1CCN(CC(O)COc2ccc(C(=O)c3ccccc3)cc2)CC1 (stereo not given)	i	0.0506	82.1
43	COc1ccc(S(=O)(=O)NCCCC(=O)O)cc1N(C)S(=O)(=O)c1ccccc1	i	0.103	62.0
44	COCCN1CCC(CNC(=O)C(=O)NCc2cccs2)CC1	+	0.102*	39.2*
45	COc1cccc(-n2nnc3c(N4CCN(C(=O)c5cccc(OC)c5OC)CC4)ncnc32)c1	i	0.0532	51.8
46	CCNC(=O)C1Cc2ccccc2N1C(=O)Cc1ccc(OC)c(OC)c1 (stereo not given)	i	0.0416	55.8
47	CCOc1cc(C(=O)Nc2ccc3c(c2)CCC(=O)N3CCC(C)C)cc(OCC)c1OCC	i	0.064	47.8
48	COc1cccc(-c2noc(Cn3ccn(-c4ccccc4OC)c(=O)c3=O)n2)c1	i	0.0754	55.9
49	O=C(CSc1nc(=O)n(CCO)c2c1CCCC2)N1CCc2ccccc21	i	0.0384	48.6
50	O=C(NCC1CCN(S(=O)(=O)C2CC2)CC1)c1c(F)cccc1Cl	i	0.0397	34.2
51	CCOc1ccc(NC(=O)c2ccc(=O)n(Cc3cccc([N+](=O)[O-])c3)c2)cc1	i	0.0759	35.7
52	CCCCOC(=O)c1ccc(NC(=O)c2cc3cccnc3n(CC)c2=O)cc1	i	0.108	71.4
53	COc1ccc(C(=O)Nc2ccc(OC)c(N3CCCCC3=O)c2)cc1	i	0.0945	71.0
54	CCOc1ccc(Cl)cc1S(=O)(=O)NCc1ccccn1	i	0.0517	64.8
55	COc1ccc(OC)c(NC(=O)c2ccc(=O)n(Cc3ccc(F)cc3)c2)c1	i	0.119	48.0
56	O=C(c1ccc(=O)[nH]n1)N1CCN(c2ccc(-c3ccccn3)nn2)CC1	i	0.153	31.9
57	COc1cc(C(=O)NCCOc2ccc(-c3ccco3)nn2)cc(OC)c1OC	i	0.0348	64.4
58	O=C(NCC#CCN1CCc2ccccc2C1)c1cncc(Br)c1	i	0.0523	55.1
59	CSc1ccccc1NC(=O)C1CCN(S(=O)(=O)c2ccc(Cl)s2)CC1	i	0.0818	46.6
60	CCOC(=O)c1c(SCC(=O)Nc2nnc(C)s2)nc(=O)[nH]c1C	i	0.0557	59.0
61	CC(=O)c1sc(NC(=O)c2ccc(S(=O)(=O)C(C)C)cc2)nc1C	+	0.2*	51.8*
62	COc1ccc(CN2C(=O)N(Cc3ccccc3F)c3ccccc3S2(=O)=O)cc1	i	0.0975	49.0
63	O=C(c1nc2ccccc2s1)N(CCN1CCOCC1)c1nc2c(F)cc(F)cc2s1	i	0.122	49.9
64	CCn1nc(C)cc1C(=O)N(Cc1ccccn1)c1nc2c(OC)ccc(OC)c2s1	i	0.111	61.7
65	O=C(CN1C(=O)c2ccccc2S1(=O)=O)NCCN1CCOCC1	i	0.0767	41.8
66	CSc1ncccc1C(=O)N1CCC(CNC(=O)c2ccc(S(=O)(=O)N(C)C)cc2)CC1	i	0.0755	54.4
67	CC(=O)Nc1cccc(NC(=O)C(=O)NCCN2CCC(c3cccs3)CC2)c1	i	0.0878	59.5
68	O=C(CCC1CCCCC1)NC1=NCCS1	i	0.0441	67.1
69	Cc1cc(NC(=O)C2CCCN(S(=O)(=O)c3ccc(Cl)s3)C2)n(C(C)C)n1 (stereo not given)	i	0.0775	48.4
70	Cc1cccc(NC(=O)c2ccc(S(=O)(=O)Nc3cccc(C(F)(F)F)c3)o2)n1	i	0.122	54.1
71	COc1ccc(CCNc2nccn(-c3ccc(C)c(F)c3)c2=O)cc1OC	i	0.0877	68.3
72	O=C(Cc1ccc(NC(=O)C2CC2)cc1)NCc1cccs1	i	0.0925	38.8
73	CCc1nc2sc(C(c3ccccc3F)N3CC(C)OC(C)C3)c(O)n2n1 (stereo not given)	i	0.0726	55.5
74	COc1cccc(NC(=O)c2cc3c(=O)n4cc(C)ccc4nc3n2C)c1	i	0.148	53.8
75	N#C/C(=C\N1CCCC1)C(=O)Nc1cccc(Cl)c1	i	0.136	59.2
76	O=C(CSc1n[nH]c(-c2ccco2)n1)N1CCOCC1	i	0.0728	34.3
77	Cc1ccc(S(=O)(=O)N2CCN(C(=O)CCn3nc(C)cc3C)CC2)cc1	i	0.103	61.5
78	COc1ccc(Cl)cc1NC(=O)CSc1ccc(NC(=O)C2CC2)nn1	i	0.0971	51.2
79	O=C(Nc1cccnc1)c1ccc(=O)n(Cc2cccc([N+](=O)[O-])c2)c1	i	0.0758	59.3
80	O=C(NC1CCCCC1N1C(=O)CSC1=O)c1ccccc1C(F)(F)F (stereo not given)	i	0.0721	64.1
81	COc1ccc(Cl)cc1S(=O)(=O)N1CCN(CC(=O)Nc2cccc(C(F)(F)F)c2)CC1	i	0.132	41.3
82	Cc1cc(C)c(S(=O)(=O)NCc2ccccc2)cc1N(C)S(C)(=O)=O	i	0.101	62.1
83	Cn1nc(-c2cccc(NC(=O)c3cccnc3)c2)ccc1=O	+	0.106*	59.5*
84	CC1CCCN(/C=C(\C#N)C(=O)Nc2cccc(Cl)c2)C1 (stereo not given)	i	0.125	57.5
85	Cc1ccc(NC(=O)c2cccc(N3C(=O)C(C)CS3(=O)=O)c2)cc1Cl (stereo not given)	i	0.201	72.9
86	O=C(NCCc1c[nH]c2ccccc12)c1cc2n(n1)C(C(F)(F)F)CC(c1ccco1)N2 (stereo not given)	+	0.135*	26.0*
87	CCCCC(=O)Nc1cccc(Oc2ccc(C)nn2)c1	i	0.0916	54.2
88	CS(=O)(=O)N1CCCc2cc(NC(=O)COc3ccccc3)ccc21	i	0.089	60.8
89	COc1ccc(OC)c(S(=O)(=O)NCCCn2nc(-c3ccc(F)cc3)ccc2=O)c1	i	0.0516	-7.4
90	O=C(c1ccc2ncsc2c1)N1CCC(Cn2cnc3ccccc32)CC1	i	0.139	77.4

Further entries
cpd	structure	AMPAR-TARP mod	AMPAR-TARP mod agonism max-min	AMPAR-TARP mod glutamate slope
91	Cc1ccnc(C(=O)Nc2ccc(Nc3ccc(-n4nc(C)c(C)c4C)nn3)cc2)n1	i	0.0481	70.0
92	COc1ccc(S(=O)(=O)NCC#CCN2CCc3ccccc3C2)cc1C	+	0.147*	61.4*
93	Cc1cc(NC(=O)C(=O)c2c[nH]c3ccccc23)n(-c2nc(-c3cccs3)cs2)n1	i	0.092	13.8
94	Cc1nc2c(-c3ccccc3)cnn2c(NCCN(C)C)c1C	i	0.241	46.0
95	COc1ccc(-c2csc(-n3nc(C)cc3NC(=O)c3cccs3)n2)cc1OC	i	0.0572	34.2
96	CCn1c(-n2nc(C)c(C)c2C)nc2c1c(=O)n(Cc1ccc(OC)cc1)c(=O)n2C	i	0.0756	64.3
97	COc1cc(-c2noc(C3CC(=O)N(c4ccc5c(c4)OCO5)C3)n2)cc(OC)c1OC (stereo not given)	i	0.101	63.5

Some of these compounds in order of SMILES length, rising:
cpd	structure	AMPAR-TARP mod	AMPAR-TARP mod agonism max-min	AMPAR-TARP mod glutamate slope
65	O=C(CN1C(=O)c2ccccc2S1(=O)=O)NCCN1CCOCC1	i	0.0767	41.8
46	CCNC(=O)C1Cc2ccccc2N1C(=O)Cc1ccc(OC)c(OC)c1 (stereo not given)	i	0.0416	55.8
56	O=C(c1ccc(=O)[nH]n1)N1CCN(c2ccc(-c3ccccn3)nn2)CC1	i	0.153	31.9
63	O=C(c1nc2ccccc2s1)N(CCN1CCOCC1)c1nc2c(F)cc(F)cc2s1	i	0.122	49.9

From compound 91 as far as 94, copied from above:
cpd	structure	AMPAR-TARP mod	AMPAR-TARP mod agonism max-min	AMPAR-TARP mod glutamate slope
91	Cc1ccnc(C(=O)Nc2ccc(Nc3ccc(-n4nc(C)c(C)c4C)nn3)cc2)n1	i	0.0481	70.0
92	COc1ccc(S(=O)(=O)NCC#CCN2CCc3ccccc3C2)cc1C	+	0.147*	61.4*
93	Cc1cc(NC(=O)C(=O)c2c[nH]c3ccccc23)n(-c2nc(-c3cccs3)cs2)n1	i	0.092	13.8
94	Cc1nc2c(-c3ccccc3)cnn2c(NCCN(C)C)c1C	i	0.241	46.0

A portion of the library; count on the stated rates, not on these rows.
